# Source: PubChem BioAssay (several laboratories)
# Fh CTSL1 inh – cathepsin L1 inhibition, PFM18AAP counter-screen. recombinant F. hepatica cathepsin L1, Z-Leu-Arg-MCA fluorescence. 300,000 compounds, 0.49% hits. inhibition, % at 5.96 µM;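 active = inhibition above the mean of all tested compounds plus 3 SD, set per screening campaign, cut at about 17% in these data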;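 also: 0% = plate median of test compound wells and 100% = 1 µM Z-Phe-Ala-diazomethylketone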
# PP1 counter – PP1-alpha (human) inhibition in PP5 counter-screen. inhibition, % at 6.7 µM. AID 2235. P62136. 320,000 compounds, 0.9% hits. purified PP1alpha, OMFP fluorescence;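 active = inhibition above the mean inhibition of all tested compounds plus 3 SD, computed separately for each screening campaign, cut at about 15% in these data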
# procasp7 counter – counter-screen: procaspase-7 (human) activation; activation, % at 8.5 µM; 330,000 compounds, 0.093% hits; recombinant procaspase-7, Ac-DEVD-pNA absorbance 405 nm; D23A/D198A/D206A triple mutant, cannot self-cleave; scale: DMSO 0, 5 µM enzyme 100;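 active = percent activation above the screen-wide mean plus 3 SD, cut at about 25% in these data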
# Target sequence (P55210 whole entry D23A/D198A/D206A): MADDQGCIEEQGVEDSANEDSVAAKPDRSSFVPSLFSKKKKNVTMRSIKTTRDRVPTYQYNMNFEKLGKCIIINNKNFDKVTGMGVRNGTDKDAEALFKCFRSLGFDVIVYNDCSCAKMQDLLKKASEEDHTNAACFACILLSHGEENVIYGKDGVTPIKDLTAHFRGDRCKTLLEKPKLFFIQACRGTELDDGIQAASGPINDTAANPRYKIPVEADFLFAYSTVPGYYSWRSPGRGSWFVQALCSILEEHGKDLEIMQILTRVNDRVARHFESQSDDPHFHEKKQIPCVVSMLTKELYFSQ
#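 Material: Procaspase-7 triple mutant (PC-7 D3A) | Quantity: 2 µM procaspase-7 mutant as dispensed | Reagent: DEVD-pNA substrate | Times: 1 h preincubation, 2 h reaction | Technique: 405 nm absorbance of p-nitroaniline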
# PP5 primary – blocks human protein phosphatase 5 activity; inhibition, % at 6.7 µM; AID 1987; 320,000 compounds, 0.18% hits; purified PP5c, OMFP substrate fluorescence;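 active = inhibition above the campaign's mean inhibition across all tested compounds plus 3 SD, cut at about 9.5% in these data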;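 also: 0% = DMSO only and 100% = 100 µM cantharidin control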
# Efflux pump mplx – blocks antifungal efflux pumps in multiplex yeast assay | S. cerevisiae Candida pump triplex, Nile Red efflux | 330,000 compounds, 0.44% hits | AID 485275 | inhibition, % at 10 µM;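 active = plate passing quality check with inhibition over a set limit, or well fluorescence over plate mean plus 4 SD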;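 also: Nile Red retained in pooled yeast measured as flow cytometry median fluorescence; 0% = buffer negative control and 100% = Enniatin B positive control; higher means more Nile Red kept so more efflux inhibition; some compounds called inactive have numbers as strong as hits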
# procasp3 activ – activates human procaspase-3. P42574. recombinant procaspase-3 D3A, Ac-DEVD-pNA absorbance 405 nm. activation, % at 8.5 µM. 330,000 compounds, 0.11% hits;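 active = activation above the mean of all tested compounds plus 3 SD, cut at about 21% in these data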;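 also: 0% = DMSO alone and 100% = DMSO wells spiked with extra 5 µM PC-3 D3A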
# Target sequence (P42574 whole entry D9A/D28A/D175A): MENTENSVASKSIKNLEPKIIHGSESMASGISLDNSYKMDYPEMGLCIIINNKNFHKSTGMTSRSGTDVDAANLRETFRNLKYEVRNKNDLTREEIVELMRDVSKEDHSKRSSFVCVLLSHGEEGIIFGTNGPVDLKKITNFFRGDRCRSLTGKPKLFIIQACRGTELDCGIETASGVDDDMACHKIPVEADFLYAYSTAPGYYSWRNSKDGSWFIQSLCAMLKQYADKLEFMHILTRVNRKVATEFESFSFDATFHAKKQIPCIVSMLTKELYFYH
#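 Evaluation: percent activation relative to control range; Material: Procaspase-3 D3A mutant, all three cleavage aspartates alanine; Compound: single dose, 8.5 µM nominal compound, 0.8% DMSO; Replication: one well per compound; Signal: absorbance at 405 nm, 0 and 120 min; Schedule: 1 h preincubation plus 2 h reaction at 25 °C.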
# core dimer inh – blocks dimerization of HCV core protein; inhibition, % at 5 µM; 300,000 compounds, 0.33% hits; TR-FRET GST/Flag-core106 dimerization, 1536-well;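 active = inhibition above the mean of all tested compounds plus 3 SD, set per screening campaign, cut at about 45% in these data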
#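 Assay system: tagged HCV core106 pair (GST and Flag); medium: KF-containing HEPES buffer, pH 7.45, DTT, CHAPS, BSA; also added: Eu donor and XL665 acceptor anti-tag antibodies; dosing: 5 µM single dose; timing: compound-protein-antibody incubation 4 h at 22.5 °C; signal: TR-FRET 671 and 617 nm emission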
# JMJD2C inh – inhibitors of human GASC-1 (JMJD2C) demethylase | Q9H3R0 | inhibition, % at 2.35 µM | GST-JMJD2C(1-420) H3K9me3 demethylation, DELFIA europium | 330,000 compounds, 0.069% hits;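 active = more than half of a compound's replicate wells show inhibition beyond 50%, single wells judged on their own value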;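 also: signal counts dimethyl H3K9 product captured on neutravidin plate; 0% = median of DMSO wells and 100% = 0.3 times that DMSO median; strong numbers were not always called active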
# Target sequence (Q9H3R0 1-420 limits assumed): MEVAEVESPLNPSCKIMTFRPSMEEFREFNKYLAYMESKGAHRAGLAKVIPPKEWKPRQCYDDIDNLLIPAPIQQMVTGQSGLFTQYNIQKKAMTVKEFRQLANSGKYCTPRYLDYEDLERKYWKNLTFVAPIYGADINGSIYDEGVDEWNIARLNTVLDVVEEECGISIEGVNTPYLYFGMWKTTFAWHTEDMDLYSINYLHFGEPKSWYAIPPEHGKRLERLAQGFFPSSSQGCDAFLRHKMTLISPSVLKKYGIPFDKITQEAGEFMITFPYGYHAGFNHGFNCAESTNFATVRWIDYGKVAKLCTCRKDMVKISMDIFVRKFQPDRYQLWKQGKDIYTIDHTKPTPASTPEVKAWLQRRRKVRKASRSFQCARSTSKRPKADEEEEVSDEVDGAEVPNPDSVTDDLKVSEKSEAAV
# TPT1 inh – blocks Candida albicans tRNA 2'-phosphotransferase; inhibition, % at 5 µM; recombinant caTPT1, FP RNA substrate dephosphorylation; 300,000 compounds, 0.81% hits;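 active = inhibition above the mean of all tested compounds plus 3 SD, set per screening campaign, cut at about 24% in these data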;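 also: plate controls were DMSO alone for no effect and ferristatin control at 100 nM for full effect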
# * hit, by the source's call; . = not tested or not shown.
SMILES,Fh CTSL1 inh,PP1 counter,procasp7 counter,PP5 primary,Efflux pump mplx,procasp3 activ,core dimer inh,JMJD2C inh,TPT1 inh
Cc1sc(NC(=O)Cc2ccc3c(c2)OCO3)nc1-c1ccc2c(c1)CCN2C(=O)c1ccc(F)cc1,1,13,-8,-0.8,-0.1,-4,21,-3,3
CN(Cc1nc2ccccc2c(=O)[nH]1)C(=O)COc1ccccc1Cc1ccccc1,.,-3,-3,3.0,0.5,7,.,10,.
O=C(CC1SC(=NC2CCCCC2)NC1=O)Nc1ccccc1 (stereo unspecified),-1,-2,1,0.0,0.1,-2,6,6,-1
CCC/C=C(\CCC)C(NC(=O)OCC(C)C)c1ccc(C(=O)OC)cc1 (stereo unspecified),2,3,0,1.5,.,4,-14,2,-1
CC1CC(C)CN(C(=O)COc2ccc(-c3nnco3)cc2)C1 (stereo unspecified),-1,-2,2,1.7,0.2,-2,1,9,-2
O=C(/C=C/c1ccc(S(=O)(=O)NCc2ccco2)cc1)NCc1ccccc1Cl,2,4,4,6.6,0.0,-2,7,7,-2
COc1cc(-c2nc(Cc3c(F)cccc3Cl)no2)cc(OC)c1OC,-3,-1,0,2.2,0.0,1,-1,1,0
CCCN1CCN(C(=O)c2noc3c2COc2ccc(C)cc2-3)CC1,2,4,2,-0.5,0.1,-8,20,14,1
Fc1ccc(CN2CCCCCC2)c(F)c1,3,-4,-1,2.0,-0.2,2,-4,.,-1
O=C(CSc1nc(O)c(C2CCCCC2)c(=O)[nH]1)Nc1ccccc1Cl,-3,0,10,1.0,0.0,-7,6,0,-2
COc1cc(C(=O)Nc2ccc(F)cc2Cl)ccc1OCC(=O)N1CCOCC1,3,-5,13,0.3,-0.1,2,0,0,-3
CCOc1ccc(/C=C2\SC(=S)N(NC(=O)c3ccncc3)C2=O)cc1OC,-4,-9,-20,0.6,0.1,-10,0,7,34*
O=C(O)c1ccc2c(c1)-c1cc(C(=O)O)ccc1S2(=O)=O,1,-2,3,2.2,-0.1,2,-12,3,-3
CCCCn1nnnc1SCC(=O)Nc1cccc(C)n1,1,-1,0,-0.5,0.0,-3,-8,-9,-2
COC(=O)c1cc2cc(Cl)ccc2nc1SC,1,-2,1,0.4,0.0,4,6,10,-2
N#CC1=C(N)S[C@@H](C(=O)c2ccc(F)cc2)[C@@H]1c1cccs1,2,4,-3,1.1,0.0,-1,8,8,6
COc1cccc(CNC(=O)C2CCN(S(=O)(=O)c3ccc4c(c3)NC(=O)C(C)S4)CC2)c1 (stereo unspecified),0,-2,4,2.9,-0.1,8,5,15,1
CCCC(c1nnnn1C1CCCC1)N1CCN(C(=O)c2ccco2)CC1 (stereo unspecified),1,0,-1,-0.9,0.1,-1,-2,3,-1
Cc1nc(-c2ccc(S(=O)(=O)N3CCN(c4ccccc4)CC3)cc2)co1,1,-3,7,1.0,-0.2,10,10,-4,0
COc1ccc(OC)c(NC(=O)C2CCCC2)c1,-3,-2,2,2.2,0.0,7,-1,13,-3
O=C(c1ccc2nc[nH]c2c1)N1CCN(c2ncc(C(F)(F)F)cc2Cl)CC1,4,0,4,4.2,0.1,0,15,-21,-1
COc1ccc(C(=O)NC2CCCCCC2)cc1S(=O)(=O)N1CCOCC1,-1,0,-1,2.9,1.3,5,-2,8,2
COc1ccc(-c2[nH]c(-c3ccc(F)cc3)nc2SCC(=O)NCc2ccco2)cc1OC,-2,-1,4,1.7,0.2,-4,-12,4,4
O=C(CSc1nnc(-c2ccccc2)o1)N1CCCC1,-1,2,3,1.1,-0.3,10,-15,0,-4
COc1ccc(CNC(=O)c2sc(=S)n(-c3ccccc3)c2N)cc1,-5,-7,-27,-0.2,0.3,-26,0,-5,2
O=[N+]([O-])c1ccc(N/N=C/c2cccnc2)cc1,5,2,-11,1.9,-0.1,-15,-10,8,5
N#CC1CC(c2ccccc2)=NN1c1ccccc1[N+](=O)[O-] (stereo unspecified),1,2,1,2.4,0.0,-5,1,26,1
COC(=O)c1ccn(CSc2cc(Cl)ccc2Cl)n1,.,-4,-3,-0.3,0.0,3,.,7,.
Cc1ccccc1N1CCN(C2CCCN(C(=O)CCn3cnnn3)C2)CC1 (stereo unspecified),0,-2,-5,0.8,0.1,-51,-1,4,0
Cc1ccccc1NC(=O)COC(=O)c1cccc(S(=O)(=O)N2CCCCC2)c1,.,-2,11,-2.7,0.0,-2,.,3,.

# Entries of single compounds, quoted from the list. Order of screens: Fh CTSL1 inh | PP1 counter | procasp7 counter | PP5 primary | Efflux pump mplx | procasp3 activ | core dimer inh | JMJD2C inh | TPT1 inh
# COC(=O)c1ccn(CSc2cc(Cl)ccc2Cl)n1 across the screens: . | -4 | -3 | -0.3 | 0.0 | 3 | . | 7 | .
# O=[N+]([O-])c1ccc(N/N=C/c2cccnc2)cc1 across the screens: 5 | 2 | -11 | 1.9 | -0.1 | -15 | -10 | 8 | 5
# COc1ccc(C(=O)NC2CCCCCC2)cc1S(=O)(=O)N1CCOCC1 across the screens: -1 | 0 | -1 | 2.9 | 1.3 | 5 | -2 | 8 | 2
# CCCC(c1nnnn1C1CCCC1)N1CCN(C(=O)c2ccco2)CC1 (stereo unspecified) across the screens: 1 | 0 | -1 | -0.9 | 0.1 | -1 | -2 | 3 | -1
# N#CC1CC(c2ccccc2)=NN1c1ccccc1[N+](=O)[O-] (stereo unspecified) across the screens: 1 | 2 | 1 | 2.4 | 0.0 | -5 | 1 | 26 | 1

# (more compounds)
SMILES,Fh CTSL1 inh,PP1 counter,procasp7 counter,PP5 primary,Efflux pump mplx,procasp3 activ,core dimer inh,JMJD2C inh,TPT1 inh
O=S(=O)(c1ccc(Cl)cc1)N1CCN=C1SCc1cccc(Cl)c1,4,-2,0,1.6,-0.4,0,0,-3,0
CCOc1ccc(/C=C2\SC(=O)N(CCNC(=O)CN3C(=O)NC4(CCCC4)C3=O)C2=O)cc1OC,10,-2,-7,0.2,0.0,1,2,8,-1
COc1ccc(/C=N/OC/C(O)=C(\C#N)c2nc3ccccc3[nH]2)cc1OC,1,0,10,-0.7,-0.3,4,10,9,3
Cc1ccccc1C(=O)NC(=S)Nc1ccc(S(=O)(=O)N(C)c2ccccc2)cc1,0,0,-12,2.2,0.3,-4,20,7,-6
C=CCC(CC=C)(C(=O)O)c1ccccc1,2,0,6,-2.2,-0.2,-6,-6,-1,5
C=C1C(C(=O)Nc2ccc(OC)cc2)C1C(=O)Nc1ccc(OC)cc1 (stereo unspecified),0,-2,7,1.8,-0.1,5,0,0,2
COc1ccc(NC(=O)CC2SC(=N)N(c3ccccc3)C2=O)c(OC)c1 (stereo unspecified),2,-2,1,2.0,0.0,1,5,1,4
COc1ccccc1NC(=O)c1sc2nc(-c3ccco3)ccc2c1N,5,10,-22,4.1,0.6,-10,29,3,28*
CCOC(=O)c1sc(NC(=O)CCN2CCOCC2)c(C(=O)OCC)c1C,4,-3,-1,1.4,0.1,3,2,4,4
CCc1noc(C)c1C(=O)OCC(=O)Nc1ccc(F)cc1Cl,.,-3,-9,-0.9,-0.1,-2,.,4,.
CCOc1ccc(N2C(=O)Nc3ccc(Br)cc3C2(O)C(=O)NCCN(C)C)cc1 (stereo unspecified),-1,1,-6,1.3,0.1,0,4,0,0
N[C@H]1CONC1=O,-2,-2,13,2.5,-0.1,7,-1,-36,3
O=C(N1CCCCC1)N1CCN(S(=O)(=O)c2ccc(Cl)cc2)CC1,6,-3,8,-0.5,0.1,8,2,-3,3
O=C(NNC(=O)c1cccs1)c1cccnc1,1,0,0,1.0,-0.3,-2,8,-2,0
COc1cc2c(cc1OC)CN(C(=S)NC(=O)c1ccccc1)CC2,2,4,-10,-1.1,0.0,-5,0,4,-11

# Some of the entries above, reformatted:
COc1ccccc1NC(=O)c1sc2nc(-c3ccco3)ccc2c1N
  Fh CTSL1 inh: 5
  PP1 counter: 10
  procasp7 counter: -22
  PP5 primary: 4.1
  Efflux pump mplx: 0.6
  procasp3 activ: -10
  core dimer inh: 29
  JMJD2C inh: 3
  TPT1 inh: 28*
Cc1ccccc1N1CCN(C2CCCN(C(=O)CCn3cnnn3)C2)CC1 (stereo unspecified)
  Fh CTSL1 inh: 0
  PP1 counter: -2
  procasp7 counter: -5
  PP5 primary: 0.8
  Efflux pump mplx: 0.1
  procasp3 activ: -51
  core dimer inh: -1
  JMJD2C inh: 4
  TPT1 inh: 0
Cc1ccccc1NC(=O)COC(=O)c1cccc(S(=O)(=O)N2CCCCC2)c1
  Fh CTSL1 inh: .
  PP1 counter: -2
  procasp7 counter: 11
  PP5 primary: -2.7
  Efflux pump mplx: 0.0
  procasp3 activ: -2
  core dimer inh: .
  JMJD2C inh: 3
  TPT1 inh: .
O=S(=O)(c1ccc(Cl)cc1)N1CCN=C1SCc1cccc(Cl)c1
  Fh CTSL1 inh: 4
  PP1 counter: -2
  procasp7 counter: 0
  PP5 primary: 1.6
  Efflux pump mplx: -0.4
  procasp3 activ: 0
  core dimer inh: 0
  JMJD2C inh: -3
  TPT1 inh: 0

# Further compounds.
SMILES,Fh CTSL1 inh,PP1 counter,procasp7 counter,PP5 primary,Efflux pump mplx,procasp3 activ,core dimer inh,JMJD2C inh,TPT1 inh
COc1cccc(CNC(=O)c2ccc(NC(=O)C3=CSCCO3)cc2)c1,1,-1,2,2.6,-0.1,3,3,1,-2
CCOc1ccccc1C(=O)NN1C(=O)CCC1=O,-2,-4,2,0.1,0.0,-2,3,-17,-3
Cc1cc(C)c[n+](-c2nc([O-])sc2C=O)c1,4,0,-5,4.1,-0.1,12,-4,1,-12
C=CCNC(=S)NNC(=O)c1ccncc1,6,1,-15,-1.0,-0.2,-7,-4,114,-4
CCC(C)Nc1ccc(NC(C)CC)cc1 (stereo unspecified),.,1,-31,-0.1,0.5,-2,.,11,.
O=CN1CCN(C(=O)c2ccc([N+](=O)[O-])cc2)CC1,0,-5,3,0.4,-0.4,4,2,0,-2
O=C1OC(/C=C/c2ccc(Cl)cc2)=NC/1=C/c1ccco1,1,4,5,-2.3,-0.1,-5,21,-12,14
COCCN1C(=O)C(=O)/C(=C(/O)c2ccc(OC(C)C)cc2)C1c1cccnc1 (stereo unspecified),2,-2,-3,-0.3,-0.1,-4,-1,13,0
